Screening results deposited in PubChem by Sanford-Burnham Center for Chemical Genomics.
SENP8 block-1: inhibitors of human SENP8 protease | inhibition, % at 20 µM | recombinant SENP8, Nedd8 substrate fluorescence | Q96LD8 | 0.64% of 360,000 active | AID 602440; in the data active = inhibition mostly above about 40%, no sharp cut-off; inactive = mostly below about 27%
Target sequence (Q96LD8 whole entry, looked up): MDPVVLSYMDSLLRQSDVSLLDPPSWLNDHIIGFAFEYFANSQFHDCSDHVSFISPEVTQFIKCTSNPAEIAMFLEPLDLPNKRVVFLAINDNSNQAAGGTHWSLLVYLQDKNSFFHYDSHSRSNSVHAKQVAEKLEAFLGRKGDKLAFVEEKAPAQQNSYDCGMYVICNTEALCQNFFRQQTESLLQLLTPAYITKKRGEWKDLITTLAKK
SENP7 inh: SENP7 protease inhibition. Q9BQF6. recombinant SENP7, Z-RLRGG-aminoluciferin luminescence, 40 min. inhibition, % at 5 µM. 1.5% of 330,000 active. AID 434973;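 active = inhibition above about 50% at the single test dose, limit read from the data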;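 also: plate controls were DMSO with enzyme for no effect and no enzyme buffer wells for full effect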
HKDC1 inhibitor: blocks human hexokinase HKDC1 activity; recombinant HKDC1, G6PDH/diaphorase resazurin coupled fluorescence; inhibition, % at 20 µM; 0.16% of 340,000 active; AID 493160;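 active = inhibition above about 35% when tested at 20 µM, limit read from the data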;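 also: plate controls were DMSO wells with enzyme for no effect and DMSO wells lacking enzyme for full effect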
Target sequence (Q2TB90 whole entry, looked up): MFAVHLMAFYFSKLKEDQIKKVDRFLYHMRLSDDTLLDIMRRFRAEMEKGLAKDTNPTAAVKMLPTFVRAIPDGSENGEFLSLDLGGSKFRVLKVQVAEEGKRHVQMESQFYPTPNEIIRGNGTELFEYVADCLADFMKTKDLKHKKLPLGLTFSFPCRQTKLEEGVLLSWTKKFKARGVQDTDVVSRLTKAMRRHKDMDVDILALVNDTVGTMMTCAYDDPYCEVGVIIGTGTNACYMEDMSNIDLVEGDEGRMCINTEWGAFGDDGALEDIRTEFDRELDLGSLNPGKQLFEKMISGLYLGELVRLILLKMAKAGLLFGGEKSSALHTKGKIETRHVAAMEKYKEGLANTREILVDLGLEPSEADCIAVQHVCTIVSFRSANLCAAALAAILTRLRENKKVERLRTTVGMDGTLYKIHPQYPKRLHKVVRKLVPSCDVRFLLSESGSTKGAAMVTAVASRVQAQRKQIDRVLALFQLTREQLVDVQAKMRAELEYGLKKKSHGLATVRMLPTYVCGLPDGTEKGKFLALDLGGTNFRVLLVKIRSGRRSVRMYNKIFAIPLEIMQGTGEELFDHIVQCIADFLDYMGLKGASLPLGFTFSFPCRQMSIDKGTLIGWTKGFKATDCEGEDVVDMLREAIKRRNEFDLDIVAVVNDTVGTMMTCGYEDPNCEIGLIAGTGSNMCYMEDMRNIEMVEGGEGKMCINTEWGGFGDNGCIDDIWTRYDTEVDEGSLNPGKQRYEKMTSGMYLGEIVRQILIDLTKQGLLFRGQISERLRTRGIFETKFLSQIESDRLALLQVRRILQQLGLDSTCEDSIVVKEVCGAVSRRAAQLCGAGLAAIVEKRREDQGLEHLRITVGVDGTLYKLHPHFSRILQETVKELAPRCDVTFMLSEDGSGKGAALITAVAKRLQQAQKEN
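Material – in-house recombinant HK5 (HKDC1) enzyme · Quantity – HKDC1 at 5 µg/mL · Buffer or medium – pH 8.0 Tris buffer with 10 mM MgCl2 · Reagent – glucose with 1 mM ATP · Dosing – single 20 µM dose · Times – reaction time 90 min, room temperature, protected from light · Technique – resorufin fluorescence at 613 nm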
SENP6 block: SENP6 protease inhibition; Recombinant SENP6 catalytic domain, aminoluciferin luminescence; AID 2599; inhibition, % at 10 µM; Q9GZR1; 1.8% of 330,000 active;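 active = inhibition above about 50% at the single tested dose, limit read from the data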;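 also: plate controls were DMSO wells with enzyme for no effect and DMSO wells lacking enzyme for full effect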
Apaf1 inhib: human Apaf-1 inhibition; inhibition, % at 20 µM; AID 489030; 0.71% of 330,000 active; reconstituted apoptosome caspase-3 activity, DEVD-Rh110 fluorescence; O14727; active = inhibition of at least 40% at 20 µM;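 also: plate controls were DMSO wells for no effect and DEVD-CHO caspase inhibitor wells for full effect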
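detection = Rh110 fluorescence intensity | test system = biochemical Apaf-1 apoptosome reconstitution | also added = cytochrome c and DEVD-Rh110 substrate | schedule = 30 min plus 50 min, RT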
SENP1 FRET inh: inhibitors of human SENP1 SUMO protease catalytic domain; Q9P0U3; recombinant SENP1 catalytic domain, CyPet-SUMO1-YPet FRET cleavage; inhibition, % at 10 µM; 0.21% of 360,000 active;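 active = inhibition at least 30% at 10 µM, raw YFP signal under a set limit, fluorescence ratio 0.5 to 1.5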;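 also: 0% = enzyme with DMSO and 100% = no enzyme wells; some results filed as inactive read as strong as hits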
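material = recombinant human SENP1 catalytic domain, His6-tagged | quantity = 20 pM enzyme | reagent = 25 nM SUMO1 FRET substrate | compound dosing = 10 µM single point, 0.5% DMSO | timing = 50 min enzyme reaction, room temperature, light-protected | detection = FRET, CFP and YFP emission | control set = no-enzyme low, enzyme-DMSO high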
PfGluPho inh: PfG6PD (Plasmodium falciparum) enzyme inhibition. PfGluPho enzyme, NADPH resazurin-diaphorase fluorescence. inhibition, % at 20 µM. 0.78% of 350,000 active. AID 504690;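 active = inhibition reaching at least a set limit at 20 µM in the primary screen, cut at about 59% in these data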;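 also: 0% = DMSO wells with substrate and 100% = DMSO wells lacking glucose-6-phosphate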
SENP8 block-2: SENP8 protease inhibition; inhibition, % at 10 µM; AID 2540; purified SENP8, Z-RLRGG-aminoluciferin cleavage, luminescence; Q96LD8; 1.2% of 330,000 active; in the data active = inhibition above about 50%
Active calls of the source: *; . = not tested or not shown.

SMILES	SENP8 block-1	SENP7 inh	HKDC1 inhibitor	SENP6 block	Apaf1 inhib	SENP1 FRET inh	PfGluPho inh	SENP8 block-2
Cc1ccc(S(=O)(=O)N2CCN(S(=O)(=O)N3CCOCC3)CC2)cc1	6	13	-9	-5	-11	0	-9	-7
Oc1oc(C=Nc2ccc(F)cc2F)c2ccccc12	27	1	-14	14	-4	-2	1	0
Cc1ccc(C)c(N(CC(=O)N(C)C)S(C)(=O)=O)c1	5	-2	-6	-18	-8	2	-6	-2
Cc1ccn2c(NC(=O)C(C)(C)Oc3ccc(Cl)cc3)c(-c3cccs3)nc2c1	-409	6	0	5	20	-17	15	-11
COc1ccc(NC(=O)Nc2ccc3c(c2)C(=O)N([C@H](C)CO)C[C@H](C)[C@@H](CN(C)S(=O)(=O)c2ccc(OC)cc2)O3)cc1	16	-8	-3	-20	24	0	-5	-14
O=C(NCCOCCOCCNC(=O)c1ccccc1)c1ccccc1	6	0	-12	-8	-3	2	6	-5
CCOC(=O)c1c(NC(=O)CSc2nc3cc(Cl)ccc3c(=O)n2Cc2ccco2)sc(C(=O)N(C)C)c1C	-20	1	22	8	15	-1	6	7
CCCNC(=O)CSc1nnc(C)s1	24	-4	-5	3	-3	-1	-4	3
CCOc1ccc2nc(SCC(=O)NC(=O)NCc3ccco3)[nH]c2c1	19	7	-2	-6	-6	0	3	-5
O=C(O)c1ccccc1N=Nc1ccc(O)cc1	6	-2	-3	-12	-7	10	-4	5
Cc1nccn1-c1cc(C(C)(C)C)nc2c(-c3ccccc3)cnn12	-1	3	-10	-33	30	1	3	0
COC(=O)/C=C1\SC(=NC(=O)c2cccc(Cl)c2)NC1=O	16	-2	-2	-10	16	1	-19	-1
O=C(CCS(=O)(=O)c1ccccc1)N(CCCN1CCOCC1)c1nc2ccc(F)cc2s1	19	-4	.	12	17	4	.	0
Cc1ccc(S(=O)(=O)N2CCN(c3ncnc4scc(-c5ccc(F)cc5)c34)CC2)cc1	-3	-8	7	-13	22	-5	5	3
O=C(O)c1cc(Cl)c2c(c1)OCO2	25	3	-2	-7	-9	1	-4	-2
COc1cc(OC)nc(-n2ncc(Br)c(Br)c2=O)n1	6	.	-3	.	.	1	19	.
COc1ccc(C(=O)N2CCN(c3ccccc3Cl)CC2)cc1S(=O)(=O)NC1CC1	6	-11	-5	4	18	4	6	2
Cc1cccc(C(=O)Nc2cc(NC(=O)c3cccs3)ccc2C)c1	13	6	-9	0	9	2	19	0
O=C(N/N=C\C=C\c1ccco1)C1COc2ccccc2O1 (configuration not stated)	1	-1	3	-15	-10	-4	33	0
COc1ccc2c(c1)O[C@@H](c1cccc(C(F)(F)F)c1)[C@H](OC(=O)Nc1ccc(OC(F)F)cc1)C2=O	.	-12	-2	-11	6	.	20	-7
Cc1noc(C)c1C(=O)N1CCN(C(=O)c2sc3cc(Cl)ccc3c2Cl)CC1	3	-3	-9	7	-7	0	-29	0
O=S(=O)(c1ccc(NC(=S)NCc2ccncc2)cc1)N1CCCCC1	9	-4	-6	0	-23	-1	-4	-5
COC(=O)c1c[nH]n2c(=O)c(Cc3ccc(F)cc3Cl)c(C)nc12	-18	-5	-5	-21	-7	-9	9	-9
O=C(NC1(C(F)(F)F)C(=O)Nc2c1c(=O)[nH]c(=O)n2-c1ccc(F)cc1)c1cccnc1 (configuration not stated)	6	-1	-5	-38	-2	1	-7	-12
COc1ccc(N2CCN(CC(=O)Nc3ncc(C)s3)CC2)cc1	18	-1	-2	-20	3	0	9	-2

Reprinted from the part before: 2 compounds; new compounds follow.
SMILES	SENP8 block-1	SENP7 inh	HKDC1 inhibitor	SENP6 block	Apaf1 inhib	SENP1 FRET inh	PfGluPho inh	SENP8 block-2
O=C(NC1(C(F)(F)F)C(=O)Nc2c1c(=O)[nH]c(=O)n2-c1ccc(F)cc1)c1cccnc1 (configuration not stated)	6	-1	-5	-38	-2	1	-7	-12
COc1ccc(N2CCN(CC(=O)Nc3ncc(C)s3)CC2)cc1	18	-1	-2	-20	3	0	9	-2
O=C(Nc1nnc(C2CCCCC2)s1)c1ccc(Br)s1	-2	1	14	3	8	0	49	-2
CC(NC(=O)c1ccc(F)cc1)c1ccc2c(c1)CCCC2 (configuration not stated)	25	9	-4	-23	21	-2	0	-3
COc1ccc(C(=O)Cn2cc([N+](=O)[O-])nc2C)cc1	3	0	-1	-1	3	0	-14	4
COc1cccc(-c2nc(CS(=O)(=O)CC(=O)NCc3ccc(Cl)cc3)c(C)o2)c1	19	-8	-2	18	-16	2	-3	7
O=[N+]([O-])c1cc2c(cc1/C=N/Nc1nc(Nc3ccccc3)nc(N3CCCCC3)n1)OCO2	20	2	-7	-7	7	9	-3	-5
CCn1c(=O)c2c(nc(SCc3ccccn3)n2C)n(C)c1=O	2	.	-6	.	.	-1	-3	.
COc1cc2ccccc2cc1C(=O)N(CCN(C)C)c1nc2c(OC)ccc(OC)c2s1	9	-2	3	-13	30	0	16	-4
O=C1NC(Nc2nc3ccccc3s2)(C(F)(F)F)C(=O)N1C1CCCCC1 (configuration not stated)	10	6	-8	11	12	2	14	3
CCc1nc(SCC(=O)N2c3ccccc3Sc3ccccc32)c2ccccc2n1	26	-4	4	7	7	2	4	9
O=C(CN1CCN(Cc2ccccc2)CC1)N/N=C/c1ccc(Br)s1	21	-9	1	-12	1	-1	5	-8
COc1ccc2c(c1)CC/C2=N\OC(=O)c1cccc(C)c1	-7	84*	-6	86*	18	0	8	72*
CN(C)c1ccc(C(c2ccc(N(C)C)cc2)c2ccc([N+](=O)[O-])cc2)cc1	26	4	4	7	0	1	5	4
CCOC(=O)C1CCCN(C(=O)C2c3ccccc3Oc3ccccc32)C1 (configuration not stated)	-81	7	-1	0	25	15	1	0
Cc1nnc(SCC(=O)Nc2cccc(C(F)(F)F)c2)n1Cc1ccco1	21	3	4	-10	20	-6	7	-1
COc1cc2c(cc1OC)-c1nnnn1C(C)(C)C2	8	3	-2	0	-12	1	-10	6
O=[N+]([O-])c1cc(Br)cc(C=Nc2ccc3c(c2)OCO3)c1O	2	4	10	21	4	-10	26	11
Cc1cc(C)c(NC(=O)CNC(=O)COC(=O)C2CCN(c3ccc(C(F)(F)F)cn3)CC2)c(C)c1	-46	-2	-2	-7	19	-3	3	-1
Cc1cccc(C)c1NC(=O)CNC(=O)CCCc1c[nH]c2ccccc12	-1	1	-6	-8	0	2	1	-8
CCNc1nc(CSc2ccccc2)nc2sc(C)c(C)c12	-1	7	6	5	18	-3	6	5
Cc1cccc(-c2nnc(SCC#N)n2C)c1	12	1	11	3	-6	3	-13	4
CC1(C)CC(N2CCCC2)=CC(=[N+]2CCCC2)C1	14	7	-10	7	14	2	-4	6
Cc1cccc(NS(=O)(=O)c2cn(C)c(=O)n(C)c2=O)c1C	18	13	-5	-20	-5	1	9	3
CC(=O)OC(C(=O)NCS(=O)(=O)c1ccc(C)cc1)c1cccnc1 (configuration not stated)	18	-10	1	-10	4	1	-16	-6
COc1ccc(N2C(=NC(=O)CCC3CCCC3)SC3CS(=O)(=O)CC32)cc1 (configuration not stated)	12	-1	-4	-8	9	2	0	-8
CC(=O)c1cccc(NC(=O)C2CCN(S(C)(=O)=O)CC2)c1	10	4	-9	4	-20	0	11	-3

(listing goes on)
SMILES	SENP8 block-1	SENP7 inh	HKDC1 inhibitor	SENP6 block	Apaf1 inhib	SENP1 FRET inh	PfGluPho inh	SENP8 block-2
Cc1ccncc1C(N)=O	14	2	3	7	-5	1	-12	1
CN1CCN(S(=O)(=O)c2ccc(C3CCCCC3)cc2)CC1	7	-4	3	-3	-2	-1	-7	-8
COc1ccc(S(=O)(=O)N2CCCCCC2)cc1C(=O)N(C)Cc1ccc(F)cc1	13	-7	1	-12	18	0	2	-21
O=Cc1cn(-c2ccccc2)nc1-c1cccnc1	28	-7	0	10	-18	3	-6	6
CC(=O)C1=C(O)C(=O)N(c2nnn(C)n2)C1c1cccs1 (configuration not stated)	-4	1	-4	12	-5	0	13	5
O=C(c1ccc2c(=O)n(Cc3ccccc3Cl)c(=S)[nH]c2c1)N1CCOCC1	0	-13	0	17	6	2	-3	-6
C1=CCC(CN2CCN(C3CCCCCC3)CC2)CC1 (configuration not stated)	18	3	-1	-5	-6	2	11	-1
CN(c1ccc(Cl)cc1)S(=O)(=O)c1nnc(NC(=O)c2ccco2)s1	-206	3	1	-3	-1	-9	-7	1
CC(=O)c1ccc(S(=O)(=O)NCCC(=O)OCC(=O)N2CCCC2=O)cc1	2	5	-3	-7	1	2	-8	-13
Cc1cnc(C(=O)OCC(=O)N(Cc2ccccc2)C(C)(C)C)cn1	10	12	-3	9	1	0	-4	7
Cc1cccc(NC(=O)CNC(=O)C(NC(=O)Cc2ccccc2)C(C)C)c1C (configuration not stated)	7	0	-8	-17	-5	1	6	5
Cc1ccc(-c2nnn(CC(=O)N3CCN(c4nc5ccccc5s4)CC3)n2)cc1	-5	6	-4	-2	2	2	-9	-2
CCCCCn1c(=O)[nH]c2cc(C(=O)NCCCN(CC)CC)ccc2c1=O	-236	7	-2	-7	15	0	-4	-2
O=C([C@@H]1CC=C[C@@H]2CCN(C3CC3)C(=O)[C@@H]21)N1CCN(c2ccccc2)CC1	11	1	-4	9	-7	2	12	6
CCOc1ccc(C(=O)NCC(=O)Nc2ccc3c(c2)OCO3)cc1OCC	2	-4	4	-3	8	-1	21	-2
Cc1c(Cc2ccc3c(c2)OCO3)sc(NC(=O)c2cccc3ccccc23)c1C(N)=O	-53	2	-9	-19	14	-4	87*	-8
CCOC(=O)CSc1nc2c(c(=O)[nH]1)C(C)(CC)Cc1ccccc1-2 (configuration not stated)	-63	7	4	-3	20	0	13	7
CCCCn1nnnc1SCC(=O)NNC(=O)c1ccco1	15	-4	-3	-20	-1	1	-20	-12
C[C@H](NC(=O)OCc1ccccc1)c1nnc([C@H](Cc2ccccc2)NC(=O)OC(C)(C)C)o1	6	-4	-1	-17	12	1	6	-1
CCCCN(CCCC)CCCNC(=O)C1CC(c2cc(C(F)(F)F)cc(C(F)(F)F)c2)=NO1 (configuration not stated)	14	-1	-1	-11	-9	1	5	-2
O=C(NCc1ccco1)C1CCCN(S(=O)(=O)c2cccc3nonc23)C1 (configuration not stated)	.	-7	-2	-26	-22	.	9	-1
CN(C)C(=O)Cn1cnc2c(cnn2-c2ccc(F)cc2)c1=O	9	-11	2	-15	-11	1	2	-8
O=C(NC1CCS(=O)(=O)C1)c1ccccc1C(=O)c1ccccc1 (configuration not stated)	11	3	-6	-1	-17	-2	3	-1
C=CCn1nc([N+](=O)[O-])nc1Sc1cccc2cccnc12	22	-3	-47	7	-13	0	38	-11
O=C(OCC(=O)N1CCOCC1)c1cccc(F)c1	13	9	-2	26	4	0	-2	1
CCCCN1C(=O)c2ccc(C(=O)OCC(=O)N3CCN(c4ccccc4)CC3)cc2C1=O	12	-11	-4	0	-1	4	-5	5
CC1CCCN(S(=O)(=O)c2ccc(C(=O)Nc3nnc(-c4ccccc4Cl)o3)cc2)C1 (configuration not stated)	28	-6	-1	-5	7	0	-21	-6
COc1cccc(CNC(=O)Cn2nc(-c3ccc(Cl)cc3)ccc2=O)c1	-1	6	-3	-3	6	1	-11	2
COc1ccc(NC(=O)c2ccc(S(=O)(=O)N3CCCC3)cc2)cc1OC	8	-5	-3	-17	-6	2	-3	0
COc1cc(CN2CCCCCC2)cc(OC)c1OC	8	4	-6	-8	-8	1	11	-4

Ordered by the number under HKDC1 inhibitor (smallest number first): some entries from above
Molecule,HKDC1 inhibitor
O=C(c1ccc2c(=O)n(Cc3ccccc3Cl)c(=S)[nH]c2c1)N1CCOCC1,0
Cc1ccncc1C(N)=O,3
Cc1cccc(-c2nnc(SCC#N)n2C)c1,11
